# Menin-MLL TR inh – qHTS Assay for Inhibitors Targeting the Menin-MLL Interaction in MLL Related Leukemias: Competition With Texas Red Labeled MLL-derived Mutant Peptide; AID 1768, 2009; Menin + Texas Red MLL mutant peptide, fluorescence polarization; Potency, µM (top dose mostly 61.6 µM), inactives show top-dose FP activity change, negative = inhibition, most hits filed as inhibitors; 0.23% of 270,000 active; O00255; active = well fitted inhibition curve with a large enough effect in the polarisation, with a control signal flat, not every such curve was filed as active; inconclusive = small, poorly fitted or top-dose-only effect, or effect the other way, or a change in a side signal; inactive = no such curve, though single readings can be large or run the other way; the % refers to the polarisation; also: potency is read from the fitted curve at half-maximal effect; % of control where 0% means no effect; many of its hits are not listed in these tables
# TCR act – Activators of T cell receptors: qHTS campaign; primary human leukocytes, anti-CD3, IL-2 HTRF, 48 h; AID 504894, 2011; 330,000 tested, under 10 active; Potency, µM (doses to about 9.22 µM), without a hit: at the highest dose activation of IL-2 secretion, hits mostly activators; also: % of control where 0% means no effect
#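 Compounds are tested in HTS on primary human leukocytes co-incubated with a-CD3 beads for 48 hr. IL-2 output is measured by time-resolved FRET.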
# Mito fusion act – qHTS Assay for Small Molecule Inhibitors of Mitochondrial Division or Activators of Mitochondrial Fusion; S. cerevisiae fusion-defective mutant growth rescue, CellTiterGlo 48 h; Potency, µM (top dose mostly 46.1 µM), inactives show at the highest dose growth rescue (activation), actives largely listed as activators; 0.23% of 320,000 active; AID 485298, 2010;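 also: potency is read from the fitted curve at half-maximal effect; % of control where 0% means no effect; nearly all actives have a fitted effect of over 45% in size; temperature-sensitive fusion mutants such as fzo1-1 at 37 °C on non-fermentable ethanol glycerol medium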
#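 Read-out: ATP-based luminescence (CellTiterGlo, 10 min ambient) reporting growth of fusion-defective ts yeast after 48 hours at 37C on glycerol/ethanol YPEG medium in the presence of compound.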
# ASM inhibitor – Inhibitors of Secretory Acid Sphingomyelinase (S-ASM): qHTS. Sphingomyelin phosphodiesterase (Homo sapiens), P17405. placental ASM, HMU-PC fluorogenic substrate, 60 min. Potency, µM (doses to about 57.5 µM), inactives show top-dose activity change, negative = inhibition, actives largely listed as inhibitors. 0.006% of 340,000 active. AID 504937, 2011; also: potency is read from the fitted curve at half-maximal effect
# Target sequence (P17405 47-631 limits assumed): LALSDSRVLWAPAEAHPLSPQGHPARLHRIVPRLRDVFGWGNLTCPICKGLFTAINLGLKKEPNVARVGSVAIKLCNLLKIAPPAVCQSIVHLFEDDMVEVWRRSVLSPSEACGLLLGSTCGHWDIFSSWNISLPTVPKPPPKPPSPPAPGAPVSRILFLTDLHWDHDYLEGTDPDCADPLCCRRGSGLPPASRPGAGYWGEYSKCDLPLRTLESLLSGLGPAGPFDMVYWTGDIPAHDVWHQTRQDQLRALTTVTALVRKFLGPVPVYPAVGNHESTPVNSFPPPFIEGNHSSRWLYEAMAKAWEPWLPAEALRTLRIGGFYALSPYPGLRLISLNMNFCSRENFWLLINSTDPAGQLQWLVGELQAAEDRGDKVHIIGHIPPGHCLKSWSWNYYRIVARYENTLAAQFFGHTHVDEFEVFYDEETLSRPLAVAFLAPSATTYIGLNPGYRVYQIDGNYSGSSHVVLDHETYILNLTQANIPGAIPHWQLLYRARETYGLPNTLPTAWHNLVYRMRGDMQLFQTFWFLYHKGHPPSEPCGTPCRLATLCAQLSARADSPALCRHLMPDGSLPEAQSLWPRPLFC
#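 Fluorescence read-out (Ex 386 nm, Em 447 nm) after stopping the reaction at pH 10. Enzyme: ASM from human placenta; substrate HMU-PC0, 9 uM final; 60 min, 37 °C. Compound preincubation 10 min, ambient temperature.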
# TSHR antagonist – Antagonists of the Thyroid Stimulating Hormone Receptor: HTS campaign; activity change, negative = inhibition, % at 11.5 µM; Thyrotropin receptor (Homo sapiens), P16473; 0.2% of 330,000 active; TSHR-expressing cells, TSH-stimulated cAMP HTRF, 2 h; stronger effect = lower value;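 active = activity change below a set negative limit, meaning inhibition stronger than a set level, cut at about -70% in these data; inconclusive = activity change between two set negative limits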; also: % is scaled to controls: 0 for no effect and ±100 for the full control effect
#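 Antagonism was scored as loss of TSH-driven cAMP in TSHR cells, stimulated with 4nM TSH (EC80) for 2 hours at 37 deg C and detected by homogeneous HTRF competition immunoassay.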
# TSG101-PTAP inh – qHTS Assay for Iinhibitors of HIV-1 Budding by Blocking the Interaction of PTAP/TSG101. Tumor susceptibility gene 101 protein (Homo sapiens), Q99816. Potency, µM (titrated, usually from 115 µM), inactives show at the highest dose activity change, negative = inhibition, usual class: inhibitors. Fluorescence polarization, FITC-PTAP peptide / Tsg101 binding. 340,000 tested, under 10 active; active = well fitted inhibition curve with a large enough effect in the main read-out, with a control signal flat, not every such curve was filed as active; inconclusive = small, poorly fitted or top-dose-only effect, or effect the other way, or a change in a side signal; inactive = no such curve, though single readings can be large or run the other way; also: potency is read from the fitted curve at half-maximal effect; % of control where 0% means no effect
# Target sequence (Q99816 whole entry, looked up): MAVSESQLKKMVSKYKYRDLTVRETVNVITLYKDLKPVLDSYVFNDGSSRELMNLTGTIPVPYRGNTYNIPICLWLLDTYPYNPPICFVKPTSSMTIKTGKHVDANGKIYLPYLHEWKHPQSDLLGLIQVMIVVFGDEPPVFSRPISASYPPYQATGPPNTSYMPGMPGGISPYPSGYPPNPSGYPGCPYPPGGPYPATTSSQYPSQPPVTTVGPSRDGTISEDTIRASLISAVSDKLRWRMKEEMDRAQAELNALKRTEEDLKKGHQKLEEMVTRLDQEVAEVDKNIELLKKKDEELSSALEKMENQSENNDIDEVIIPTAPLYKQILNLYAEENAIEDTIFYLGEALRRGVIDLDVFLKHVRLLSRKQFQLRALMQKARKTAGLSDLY
#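 Compounds were pin-transferred onto Tsg101 binding domain (10 uM final) in HEPES pH 7.5 buffer, then FITC-PTAP peptide was added at 50 nM final. After 20 min at RT, polarization reported peptide displacement across a qHTS concentration series.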
# CXXC DNA block – qHTS Fluorescence Polarization Assay for Inhibitors of MLL CXXC domain - DNA interaction; 0.037% of 290,000 active; Potency, µM (doses to about 115 µM), without a hit: at the highest dose activity change, negative = inhibition, hits mostly inhibitors; Histone-lysine N-methyltransferase 2A (Homo sapiens), Q03164; MLL-CXXC / FITC-HOXA9 DNA fluorescence polarization; active = well fitted inhibition curve with a large enough effect in the polarisation, with a control signal flat, not every such curve was filed as active; inconclusive = small, poorly fitted or top-dose-only effect, or effect the other way, or a change in a side signal; inactive = no such curve, though single readings can be large or run the other way; the % refers to the polarisation; also: potency is read from the fitted curve at half-maximal effect
#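 Fluorescence polarization: 7 uM MLL-CXXC (stock) preincubated 5 min with compounds, then 50 nM fluorescein-HOX-A9 DNA (stock) added; 30 min ambient. Buffer 50 mM Tris-HCl pH 7.5, 50 mM NaCl, 1 mM DTT, 0.05% BSA.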
# Integrin act MD – qHTS for Activators of Integrin-Mediated Alleviation for Muscular Dystrophy; alpha7betagal myoblasts, beta-gal FDG fluorescence, 48 h; Potency, µM (titrated, usually from 38.3 µM), for inactives: at the top dose activation, hits mostly activators; 0.064% of 350,000 active;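 also: potency is read from the fitted curve at half-maximal effect; 100% = response of the positive control SU9516; nearly all actives have a fitted effect of over 60% in size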
#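 alpha7betagal+/- myoblasts (passage 13, 250/well) treated 48 h at 37C with compounds at 1:260 dilution of DMSO stock. Lysed, then beta-galactosidase activity read as FDG fluorescence (ex 480/em 540) after 30 min, with pre-read for autofluorescence.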
# MBNL1-CUG inh – qHTS Assay for Inhibitors of MBNL1-poly(CUG) RNA binding; TR-FRET MBNL1-His/biotin-(CUG)12 binding, 665/545 ratio; 0.036% of 280,000 active; AID 2675, 2010; Potency, µM (series often up to 57.5 µM), for the others: at the top dose activity change, negative = inhibition, hits mostly inhibitors; active = well fitted inhibition curve with a large enough effect in the signal ratio, with a control signal flat, not every such curve was filed as active; inconclusive = small, poorly fitted or top-dose-only effect, or effect the other way, or a change in a side signal; inactive = no such curve, though single readings can be large or run the other way; the % refers to the signal ratio; also: potency is read from the fitted curve at half-maximal effect; % is scaled to controls: 0 for no effect and ±100 for the full control effect
#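 His-tagged MBNL1 binding to biotinylated (CUG)12 RNA was measured by TR-FRET using terbium anti-His antibody (0.055 ng/ul final) and streptavidin-XL665 (5 nM final). Compounds were titrated 92 nM to 58 uM; 60 min at room temperature.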
# AT treatment – qHTS Assay for Identifying a Potential Treatment of Ataxia-Telangiectasia; […] A-T fibroblasts, KAP-1 phosphorylation AlphaLISA; neocarzinostatin DNA damage 30 min before lysis; Potency, µM (titrated, usually from 57.5 µM), for the others: top-dose activation, usual class: activators; 0.19% of 320,000 active; also: potency is read from the fitted curve at half-maximal effect; % of control where 0% means no effect; nearly all actives have a fitted effect of over 45% in size
#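 hTERT-immortalized A-T patient fibroblasts ([…]), 500 cells/well in OPTI-MEM, 1% FBS, got compounds for 60 min, then NCS for 30 min at 37C. Lysates were then assayed for phospho-KAP-1 by AlphaLISA (anti-pKAP1 donor, anti-KAP1 acceptor beads), 6 hr at 25C.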
# Active calls of the source: *; u = inconclusive; x = not tested or not shown; [ ] = another dose, or the depositor's remark. Unless noted, calls follow the shape of the dose curve; as a rule, active = well fitted curve in the direction sought with a large enough effect; inconclusive = small, poorly fitted or top-dose-only effect, or another doubt; inactive = no such curve, though single readings can be large; an effect the other way counts as inactive or inconclusive. A portion of the library; count on the stated rates, not on these rows.
SMILES,Menin-MLL TR inh,TCR act,Mito fusion act,ASM inhibitor,TSHR antagonist,TSG101-PTAP inh,CXXC DNA block,Integrin act MD,MBNL1-CUG inh,AT treatment
COc1ccc(CCNC(=O)C(NS(=O)(=O)c2cccc3nsnc23)C(C)C)cc1OC (stereo not drawn),x,-7.7%,9.0%,-1.5%,31.0,-4.8%,-2.1%,-1.6%,u,-0.7%
O=C(Nc1c(F)cc(F)cc1Br)c1cc(S(=O)(=O)N2CCN(c3ccccn3)CC2)ccc1F,4.3%,-3.0%,-4.4%,-7.7%,-9.8,2.1%,10.0%,-3.1%,x,-2.0%
Cc1cc(C(=O)Nc2ccc3ccccc3c2)c(C)o1,28.5%,9.0%,10.6%,0.8%,-20.3,-2.2%,-5.7%,3.6%,3.9%,1.0%
CS(=O)(=O)c1ccc(Cl)c(NC(=O)COC(=O)c2cccc(S(=O)(=O)N3CCCC3)c2)c1,x,0.8%,-4.0%,0.0%,-9.9,-8.9%,x,-23.1%,x,-0.5%
Fc1ccc(CSc2nnc(-c3cccnc3)n2Cc2ccco2)cc1,4.9%,3.2%,-1.1%,-1.0%,3.9,-13.0%,-3.1%,13.6%,5.2%,2.6%
N/C(=N\OC(=O)CCN1C(=O)c2ccccc2C1=O)c1ccccn1,-10.4%,-0.7%,1.1%,1.9%,-0.5,-5.2%,3.7%,-2.0%,u,9.4%
O=C(CCCCCNc1nc(=S)[nH]c2ccccc12)NCCc1ccccc1,2.8%,3.5%[46.1 µM],-6.5%,1.3%,10.0,-1.9%,-5.3%,-10.3%,x,2.6%
CCC1CCCCN1C(=O)c1cc(S(=O)(=O)N2CCOCC2)ccc1C (stereo not drawn),x,3.5%,x,2.7%,-11.4,-1.9%,x,-7.4%,x,15.9%
Cc1noc(C)c1S(=O)(=O)N(C)C[C@H]1Oc2ccc(NC(=O)Cn3cnnn3)cc2C(=O)N([C@H](C)CO)C[C@@H]1C,x,-15.7%,x,-0.9%,15.9,-3.6%,x,-2.9%,x,2.0%
CCN1CCN(CC(=O)Nc2cc(C)c(C)cc2[N+](=O)[O-])CC1,-7.1%,-0.7%[46.1 µM],4.8%,-4.2%,40.7,-8.0%,0.9%,-4.6%,u,1.7%
Cc1cccc(/C=N/NC(=O)c2c(-c3ccccc3)noc2C)c1O,x,2.3%,-0.8%,-7.6%,-10.1,-1.7%,-0.9%,-8.5%,-2.9%,5.7%
CCCC(=O)Nc1nnc(-c2cccc(OCC)c2)s1,13.0%,1.1%,3.4%,3.6%,-9.2,0.3%,-9.9%,1.5%,5.9%,14.7%
CCOC(=O)c1oc2ccc(S(=O)(=O)n3nc(-c4ccc(OC)cc4)cc3N)cc2c1C,u,-0.1%[46.1 µM],12.6µM*,-22.0%,17.1,1.7%,13.6%,23.4%,u,16.5%
CN(C)Cc1cc(C(C)(C)C)c(O)c(C(C)(C)C)c1,-4.0%,-1.3%,3.0%,-0.1%,-3.7,-3.8%,-3.9%,0.0%,-1.8%,-4.3%
O=C(CCCn1c(=O)c2sccc2n(CC(=O)OCc2ccccc2)c1=O)NCc1ccco1,-2.2%,1.7%,2.1%,0.5%,0.7,-4.5%,-0.9%,9.3%,-4.0%,-4.5%
CCC(C)(C)C1CCc2[nH]nc(C(=O)NCC3CC3)c2C1 (stereo not drawn),x,2.6%,u,1.7%,-10.7,x,x,-16.0%,x,7.1%
Cc1[nH]c2ccccc2c1C=NNC(=O)c1cc(-c2cccnc2)nc2ccccc12,x,0.8%,x,-27.2%,-1.1,-3.6%,x,7.4%,x,9.4%
O=C(CS(=O)(=O)c1cn(Cc2ccc(F)cc2)c2ccccc12)N1CCCCC1,-19.8%,-4.5%[46.1 µM],-8.3%,5.2%,-2.3,-0.3%,2.9%,-8.8%,1.6%,3.2%
COc1ccc(-c2ccn(-c3cccc(F)n3)n2)cc1,u,-3.9%,-5.2%,18.4%,3.9,1.3%,19.5%,3.0%,u,6.4%
O=C(Cn1c(CSc2ccccc2)nc2ccccc21)Nc1ccccc1,23.7%,x,-2.8%,x,-7.8,x,-13.1%,x,4.9%,11.1%
Cc1ccc(Cl)cc1NC(=O)CCNC(=O)N1CC(=O)Nc2ccccc21,-4.9%,-2.1%,-8.9%,2.7%,-0.5,-2.4%,3.1%,0.2%,-2.6%,5.9%
CCN(CC)C(=O)COc1ccc2c(-c3ccc(OC)cc3)cc(=O)oc2c1,-19.6%,0.0%,2.9%,-0.4%,3.2,-0.4%,-7.7%,-28.5%,u,-7.7%
N#CC1=C(N)N(c2ccccc2)C2=C(C(=O)CCC2)C1c1cccs1 (stereo not drawn),10.2%,1.8%,2.2%,7.2%,-10.6,1.5%,7.1%,-17.6%,7.0%,6.7%
CCn1ccnc1C(O)c1ccc(N(C)C)cc1 (stereo not drawn),4.6%,-8.2%,-0.4%,2.0%,-3.3,-5.2%,-1.0%,-20.3%,-5.8%,10.9%
Cc1ccc(S(=O)(=O)NCc2ccco2)cc1C(N)=O,-10.5%,2.6%,15.1%[9.22 µM],2.7%,-1.7,0.7%,0.6%,-6.9%,-10.9%,-1.4%

# (further entries)
SMILES,Menin-MLL TR inh,TCR act,Mito fusion act,ASM inhibitor,TSHR antagonist,TSG101-PTAP inh,CXXC DNA block,Integrin act MD,MBNL1-CUG inh,AT treatment
CC(=O)Nc1nc(SCc2cccc3ccccc23)n[nH]1,u,-0.7%,0.1%,-0.9%,1.6,-4.9%,36.9%[activator],5.3%,9.4%,-5.9%
N#C/C(=C\c1ccccc1)C(=O)N1CCC(C(N)=O)CC1,16.3%,6.2%,-3.4%,9.3%,0.8,-0.4%,-9.7%,-5.0%,-10.5%,-3.1%
CN(CC#CCC(c1ccccc1)c1ccccc1)C(C)(C)C,u,-2.5%,-3.7%,1.2%,-0.9,-6.8%,-3.7%,-44.0%[inhibitor],-1.8%,-1.3%
CCN1CCN(CC(=O)N2N=C(c3cccs3)CC2c2ccc(C)cc2)C(=O)C1=O (stereo not drawn),u,x,4.5%,-0.2%,-2.3,-1.3%,-8.6%,-4.0%,u,6.7%
Cc1cc(Cl)ccc1NC(=O)C(=O)N/N=C/c1ccc2c(c1)OCO2,-14.5%,4.8%,3.4%,9.5%,-6.8,-4.3%,0.3%,9.8%,-9.5%,2.0%
CC(=O)NC(C(=O)OCC(=O)N(c1ccccc1)c1ccccc1)C(C)C (stereo not drawn),x,-3.8%,-2.5%,1.5%,11.9,-4.3%,5.8%,33.3%,-1.5%,11.5%
CCCc1nc2oc3cc(OC)ccc3c(=O)c2c(=O)n1CCc1ccccc1,x,-1.4%,2.4%,-7.9%,1.0,-5.9%,7.2%,-17.4%,-7.4%,0.0%
CCOc1ccc(N2C(=O)CC(NCCc3ccncc3)C2=O)cc1 (stereo not drawn),0.5%,-0.3%,-3.9%,1.3%,-4.4,-5.0%,-7.7%,-13.6%,0.3%,0.0%
O=C1NCC2=C1C(c1ccccc1)Nc1ccccc1N2 (stereo not drawn),u,5.5%,5.4%[9.22 µM],3.5%,6.7,-5.0%,16.3%,16.5%,u,0.6%
O=c1[nH]c(C2CCN(S(=O)(=O)Cc3ccccc3)CC2)nc2c1nnn2Cc1ccccc1,32.9%[activator],-2.6%,-21.2%,-6.4%,5.3,-2.3%,6.1%,16.6%,1.7%,-1.0%
Cc1ccc(-n2nnnc2/C=C\Nc2cc(C)on2)cc1,12.0%,1.9%[46.1 µM],-0.3%,-4.6%,-6.2,-3.8%,0.2%,36.8%,-0.1%,5.8%
